# RAD54 inh: inhibitors of human RAD54 branch migration, primary screen, biochemical, fluorescence, single point; DNA repair and recombination protein RAD54-like (Homo sapiens), Q92698; AID 602329, 2012; 0.14% of 360,000 active; RAD54 Holliday junction branch migration, FAM/BHQ fluorescence; inhibition, % at 10.4 µM;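 active = mean normalized replicate activity at least 40 and at least half of replicates scoring 40 or more; inconclusive = only one of the two criteria met; inactive = mean below 40 and under half of replicates reaching 40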;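 note: 0% = median of neutral control wells and 100% = median of positive control wells; inhibitors cause a drop in the FAM fluorescence signal; in these data hits start at about 50%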
# Target sequence (Q92698 whole entry, looked up): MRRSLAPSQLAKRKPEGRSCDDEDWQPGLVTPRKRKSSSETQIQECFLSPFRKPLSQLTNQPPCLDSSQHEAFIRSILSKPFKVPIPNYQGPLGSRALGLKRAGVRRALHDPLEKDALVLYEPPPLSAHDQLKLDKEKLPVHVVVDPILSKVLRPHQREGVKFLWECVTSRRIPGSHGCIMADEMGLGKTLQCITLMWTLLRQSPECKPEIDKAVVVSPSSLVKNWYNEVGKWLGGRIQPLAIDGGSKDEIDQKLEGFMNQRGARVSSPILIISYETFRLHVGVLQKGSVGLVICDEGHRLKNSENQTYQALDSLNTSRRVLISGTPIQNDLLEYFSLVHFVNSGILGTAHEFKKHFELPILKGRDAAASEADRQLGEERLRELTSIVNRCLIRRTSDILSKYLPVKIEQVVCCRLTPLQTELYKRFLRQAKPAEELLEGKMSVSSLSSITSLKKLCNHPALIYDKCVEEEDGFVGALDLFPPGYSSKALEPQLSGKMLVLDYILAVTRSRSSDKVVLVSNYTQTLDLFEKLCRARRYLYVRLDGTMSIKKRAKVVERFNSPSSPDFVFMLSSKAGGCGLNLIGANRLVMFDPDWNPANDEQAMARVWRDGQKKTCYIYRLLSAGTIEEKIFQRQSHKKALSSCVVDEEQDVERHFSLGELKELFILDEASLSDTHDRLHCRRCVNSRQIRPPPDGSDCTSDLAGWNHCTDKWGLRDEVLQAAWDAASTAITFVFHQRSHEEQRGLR
# esBAF inh: Bmi1 luciferase reporter increase in mESCs, primary screen, esBAF inhibitor project, mouse ES cells, Bmi1 luciferase knock-in, single point. 24 h; 100% = twice the neutral-well signal. reporter increase, % at 12.5 µM. AID 602393, 2012. 2% of 350,000 active; in the data active = activation above about 40%; inconclusive = no clear call, values can overlap the other calls;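 note: 0% = median of the plate's neutral control wells and 100% = double that signal; a rise in the Bmi1 reporter signal indicates esBAF inhibition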
# * hit, by the source's call; ? = inconclusive; & = joins results of further samples.
# Start of the data: the first 4 entries (preview)
SMILES,RAD54 inh,esBAF inh
CCOC(=O)C1=c2s/c(=C\c3cccnc3)c(=O)n2C(N)=C(C(=O)OC)C1c1cccnc1 (centres undefined),-5,1
Cn1c(=O)c2c(nc(CN3CCCCC3)n2CCc2ccccc2)n(C)c1=O,5,-10
O=C(NCCc1ccccc1)c1ccc(Cl)c([N+](=O)[O-])c1,14,7
CN1CCN(C(c2cccnc2)c2ccc3cccnc3c2O)CC1 (centres undefined),0,5

# The listing (from the top)
SMILES,RAD54 inh,esBAF inh
CCOC(=O)C1=c2s/c(=C\c3cccnc3)c(=O)n2C(N)=C(C(=O)OC)C1c1cccnc1 (centres undefined),-5,1
Cn1c(=O)c2c(nc(CN3CCCCC3)n2CCc2ccccc2)n(C)c1=O,5,-10
O=C(NCCc1ccccc1)c1ccc(Cl)c([N+](=O)[O-])c1,14,7
CN1CCN(C(c2cccnc2)c2ccc3cccnc3c2O)CC1 (centres undefined),0,5
O=C(O)CCn1nnc(-c2cccs2)n1,-8,-8
c1ccc(-c2cc(-c3nc(-c4ccccn4)no3)c3ccccc3n2)cc1,-3,-4
CCC(NC(=O)NCc1ccc2c(c1)OCO2)(C(F)(F)F)C(F)(F)F,-9,0
CC(NS(C)(=O)=O)C(c1cccs1)N1CCN(C)CC1 (centres undefined),3,1
CN(C)S(=O)(=O)N(CC(=O)Nc1ccccc1)c1ccccc1,-4,-1
Cc1ccn2cc(-c3cnoc3C)nc2c1,-3,24
O=C1C(C2=C(O)c3ccccc3C2=O)=Nc2ccccc21,6,6
Cc1ccc(C(=O)CSc2nc3ccccc3c(=O)n2-c2ccccc2)s1,-8,-4
S=C(Nc1ccccc1)N1CCCCC1,9,9
CCCC(=O)Nc1c2c(nn1-c1ccc(OC)cc1)CS(=O)C2 (centres undefined),-6,-11
CCCS(=O)(=O)N1CCCC(C(=O)NCCCOCC)C1 (centres undefined),-4,-5
CCOC(=O)Cc1c[nH]c2ccccc12,-7,7
CCOC(=O)CCc1c(C)nc2cc(C3CCCN(C(=O)OC(C)(C)C)C3)[nH]n2c1=O (centres undefined),5,-2
CSc1ncccc1C(=O)OCc1ccccc1,-5,?
O=C(O)c1ccc(CSCc2c(F)cccc2Cl)o1,6,1
Cc1cccnc1NC1(C(F)(F)F)N=C(c2ccccc2)NC1=O (centres undefined),-9,-7
CCN(C(=O)c1sc(N)c(C#N)c1C)C1CCCCC1,-1,-12
CCn1nnc(-c2ccccc2NC(=O)c2ccc(-n3cnnn3)cc2)n1,-8,-8
CC1(C)CC(=O)C(C=NCC2CCN(C(=O)Nc3ccc(Cl)c(Cl)c3)CC2)=C(O)C1,-4,6
CCC(=O)Nc1cc(-c2nn3c(C)nnc3s2)ccc1C,3,11
CCCOC(=O)C1=C(C)NC2=C(C(=O)CCC2)C1c1ccc(N(C)C)cc1 (centres undefined),8,-2
Cc1nc2ccc(NC(=O)N(C(C)C)C(C)C)cc2s1,-4,44*
COc1ccc(CC(=O)N2CCN(C(=O)Cc3ccc(OC)cc3)CC2)cc1,-28,-2
O=C(CSC1=Nc2ccccc2C2=NC(CC(=O)NCc3ccco3)C(=O)N12)NCC1CCCO1 (centres undefined),2,-4
O=C1CC(N2CCN(c3nc4ccccc4s3)CC2)C(=O)N1c1ccc(F)cc1 (centres undefined),1,-1
COCCNC(=O)CN(C(=O)CCC(=O)Nc1ccccn1)c1ccc(F)cc1,9,1
Cc1nc([N+](=O)[O-])c(N2CCN(C)CC2)n1Cc1ccccc1,3,-5
N#CC1(Cc2ccc([N+](=O)[O-])cc2)c2ccccc2C=CN1C(=O)c1ccccc1 (centres undefined),12,-9
O=C(c1ccc(Cl)nc1)N1CCc2ccccc2C1,-7,7
Cc1ccc(S(=O)(=O)CC2CSc3nnc(C)c(=O)n32)cc1 (centres undefined),-2,0
O=C(CN1C(=O)CCSc2ccccc21)Nc1ccc2c(c1)OCO2,-7,-7
Cc1c(C(=O)NCCc2ccc3c(c2)OCCO3)oc2ccccc12,4,1
Cc1nccn1-c1ccc(C(F)(F)F)cc1NC=O,3,-10
O=C(CCN1C(=O)c2ccccc2C1=O)Oc1ccc2ccccc2c1,-3,-1
O=C(NC1CCN(Cc2ccccc2)CC1)C1COc2ccccc2O1 (centres undefined),8,-5
CCc1nnc(SCc2ccc(OC)c(Br)c2)n1N,-1,1

# Whole records, quoted from the list. Order of screens: RAD54 inh | esBAF inh
# Cc1ccc(C(=O)CSc2nc3ccccc3c(=O)n2-c2ccccc2)s1 is listed as -8 | -4
# Cc1c(C(=O)NCCc2ccc3c(c2)OCCO3)oc2ccccc12 is listed as 4 | 1
# Cc1nccn1-c1ccc(C(F)(F)F)cc1NC=O is listed as 3 | -10
# CCCS(=O)(=O)N1CCCC(C(=O)NCCCOCC)C1 (centres undefined) is listed as -4 | -5
# O=C(c1ccc(Cl)nc1)N1CCc2ccccc2C1 is listed as -7 | 7

# Additional entries follow.
SMILES,RAD54 inh,esBAF inh
COc1ccc(C)cc1NC(=O)CSc1nnc(-c2ccc(OC)c(OC)c2)n1N,8,-3
CCCCn1nnnc1NCc1ccc(N2CCCC2)cc1,-1,-1
Cc1ccc(C(=O)NCC(=O)OCC(=O)c2c(N)n(C)c(=O)n(C)c2=O)s1,-9,-5
CS(=O)(=O)N1CCc2ccccc2C1,7,-2
COCC(C)N=CC1=C(O)CC(C)(C)CC1=O (centres undefined),-8,-4
Cc1ccc(C(=O)c2coc3c2C(=O)C(=O)c2ccccc2-3)cc1,-2,42*
O=c1cc(CN2CCN(Cc3ccccc3)CC2)c2cc(Cl)ccc2o1,-1,-4
CN1CCc2c(C#N)c(N3CCCCC3)nc(NCc3ccccc3)c2C1,16,-2
O/N=C1/CC/C(=N\O)c2nn(-c3ccccc3)nc21,-10,31
COc1ccc(C(=O)/C=C\c2ccc(NC(=O)c3cccs3)cc2)cc1,2,9
Cc1occc1C(=O)Nc1cc(C(F)(F)F)ccc1Cl,-8,0
O=C1CCC(=O)N1OCCCOc1ccccc1,-1,2
CC1CCC2C(=O)N(c3ccccc3OC(=O)c3ccccc3)C(=O)C2C1 (centres undefined),-4,4
O=C(COn1nnc2ccc(C(F)(F)F)cc21)Nc1nnc(-c2ccccc2)o1,3,-1
O=S(=O)(c1ccc(F)cc1)N1CCN(c2ccccc2)CC1,4,-1
N#C/C(=N\O)c1nc(-c2ccccc2)cs1,-12&-1,-2&3
Cc1ccccc1-n1ccnc1SCC(=O)O,0,7
CCSc1nnc2c3cc(CC)ccc3n(C)c2n1,-9,18
COc1ccc(S(=O)(=O)N(CC(=O)NCc2ccco2)c2ccccc2)cc1OC,2,-6
COc1ccc(-c2cc(C(=O)Nc3c(C)nn(Cc4ccc(Cl)cc4)c3C)no2)cc1,-1,7
CN1CCC2(CC1)NC(=O)NC2=O,2,1
CCOC(=O)c1nn(-c2ccccc2)c(C#N)c1NC(=O)c1nn(CC)cc1Br,6,6
O=C(O)c1ccc(COc2ccc(Cl)cc2)o1,-8,13
C=CCC(O)(CCN1CCCCC1)c1ccccc1 (centres undefined),5,-3
CCOC(=O)C1=NN(N=O)C2(CC(=O)N(c3cc(C)cc(C)c3)C2=O)C1 (centres undefined),-10,-12
c1csc(-c2nnsc2-c2nc3ccccc3[nH]2)c1,8,40*
Cc1oc2cc3oc(=O)c(CC(=O)N[C@@H](C)C(=O)NC(Cc4ccc(Cl)cc4)C(=O)O)c(C)c3cc2c1C (some centres undefined),-4,-3
C=CCNc1sc(C(=O)c2cccs2)c(N)c1C#N,-5,-5
CNc1nc(C)nc(-n2nc(C)cc2C)n1,-7,5
CNC(=O)C(Sc1nc(C)nc2c1oc1ccccc12)C(C)=O (centres undefined),5,6
Cc1ccc(C(=O)Nc2cccc(C(=O)O)c2)cc1S(=O)(=O)N1CCCCC1,-5,-30
CCN1CCCC1CNS(=O)(=O)c1cc(Br)cc2c1N(C(=O)C1CC1)CC2 (centres undefined),-2,7
CCOC(=O)C1=C(c2ccccc2)Nc2ncnn2C1c1cc(OC)cc(OC)c1OC (centres undefined),-1,0
CCN1CCCc2cc(CN(CCN3CCOCC3)C(=O)Nc3ccc(C)c(C)c3)ccc21,5,-11
CCOC(=O)C1(C)NC(c2cc(OC)c(OC)c(OC)c2)C2C(=O)N(CC)C(=O)C21 (centres undefined),-9,-2
CCCCC(=O)Nc1cccc(NC(=O)c2ccc(Br)o2)c1,-8,0
C=CCc1ccc(OCCCOc2ccc(C)c(C)c2)c(OC)c1,12,7
Cc1cccc(-n2c(C)cc(C=C3C(=O)c4ccccc4C3=O)c2C)c1,-23,17
Cc1cc(C)c2cc(C#N)c(NCCOC(=O)c3ccccc3C)nc2c1,2,-10
CCCc1cc(=O)n2c(nc3ccccc32)[nH]1,4,21
Cc1cc(OCC(=O)N2CCC(C(N)=O)CC2)c2c(C)c(C)c(=O)oc2c1,5,-2
COC(=O)c1ccc(C2/C(=C(/O)c3ccc(OC)cc3)C(=O)C(=O)N2CC2CCCO2)cc1 (centres undefined),-6,-6
CC(=O)C1(C)OC(N)=C(C#N)C(c2ccccc2)C1(C#N)C#N (centres undefined),-28,-8
N#CCCN(C(=O)CN1C(=O)NC2(CCCC2)C1=O)c1ccccc1F,0,-1
O=C(O)CCC(NC(=O)c1cncc(O)c1)C(=O)O (centres undefined),4,-9
COCCn1nnnc1C(c1cc2ccc(OC)cc2[nH]c1=O)N1CCc2ccccc2C1 (centres undefined),-10,2
CCN(CC)C(=O)Cn1cnc2sc(C(=O)N3CCN(c4ccc(OC)cc4)CC3)c(C)c2c1=O,-2,-1
CCC(=O)n1nc(-c2ccc(OC)cc2)nc1N,-4,1
COc1cc(-c2c(C#N)c(N)nc3c2CCCC3)cc(OC)c1OC,1,-2
Cc1ccc2nc(SCc3cccc([N+](=O)[O-])c3)nc(C)c2c1,-5,15
# Next results:
SMILES,RAD54 inh,esBAF inh
Cc1ccc(OCCn2cc(C#N)c3ccccc32)cc1,10,7
C=CCn1c(Sc2ccccc2)nc2c1c(=O)[nH]c(=O)n2C,-4,-10
CC1=C(C(N)=O)C(c2ccccn2)n2nc(SCc3ccccc3Cl)nc2N1 (centres undefined),-6,4
COc1ccc(C2C(C#N)=C(/N=C/N3CCN(C)CC3)OC3=C2C(=O)CC(C)(C)C3)cc1OC (centres undefined),3,-3
Cc1ccc(S(=O)(=O)N=C2SCCCS2)cc1,-18,-9
S=c1[nH]ncn1/N=C/c1ccc(N2CCOCC2)cc1,15,?
Cc1ccc(Oc2nc(-c3ccccc3)ncc2S(=O)(=O)c2ccc(C)cc2)cc1,2,4
CC(=O)Nc1ccc(-c2nnc(SCc3ccccc3C#N)n2C)cc1,4,14
Cn1c(=O)c2c(ncn2Cc2cccc(Cl)c2)n(C)c1=O,-1,11
CCC(=O)NC(c1ccc(C)cc1)c1cc(Cl)c2cccnc2c1O (centres undefined),-10,-73
Cc1cc(C)nc(SCC(=O)N/N=C/c2cccn2-c2ccc(O)cc2)n1,-8,4
CCOC(=O)c1ccc(NC(=O)CN2CCc3ccccc3C2)cc1,-3,-4
CCOC(=O)c1cc(NC(=O)N(C(C)C)C(C)C)c(C)nc1C,-2,1
O=C(O)CCCNCc1ccccc1F,4,1
Cc1noc(C)c1S(=O)(=O)N1CCC(C(=O)N(C)Cc2ccccc2)CC1,-1,-1
CC1(C)Cc2ccccc2-c2nnc(SCC(=O)N3CCN(c4ccccc4)CC3)n21,0,17
C=CCc1ccccc1OCC(O)Cn1ccnc1C (centres undefined),3,5
CN=C(Nc1ccc(Cl)cc1)c1ccc(C(F)(F)F)cc1,15,36
Oc1c(Br)cc2oc3c(c2c1CNCc1ccccc1)CCCC3,-21,-7
O=C(Nc1ccccc1)C1CC(=O)N(c2ccc3c4c(cccc24)CC3)C1 (centres undefined),-1,2
CN(Cc1ccco1)Cc1ccc(O)c2ncccc12,2,-1
Cc1cccc(-c2nc(CSCC(=O)N3CCN(Cc4ccc5c(c4)OCO5)CC3)c(C)o2)c1,-1,-2
CCOC(=O)c1c(C)[nH]c(C=Nc2ccc(OC)cc2)c1O,-2,?
CCOC(=O)C1CCCN(S(=O)(=O)c2ccccc2)C1 (centres undefined),2,-4
Cc1cccc2cc(CN(Cc3ccco3)C(=O)c3cccs3)c(=O)[nH]c12,-3,3
CC(C)C1OC2c3cccc4cccc(c34)C2N1c1ccccc1 (centres undefined),5,4
NC(=O)c1ccc(C(F)(F)F)n(Cc2ccc(Cl)cc2)c1=O,-3,14
CCOC(=O)CNC(=O)c1cn(CC)c(=O)c2cc(OC)c(OC)cc12,5,3
O=C(NCCc1cccc(Cl)c1)c1cc2ccccc2oc1=O,-4,8
Cc1ccc2c(c1)CC1(CN2C)C(=O)OC(C)(C)OC1=O,1,-3
Cc1ccc2c(c1)N(CCC(=O)NC(C)C)C(=O)CO2,-1,-16
COc1ccc(NC2CS(=O)(=O)CC2NCc2ccco2)cc1 (centres undefined),10,-9
Cc1ccc(N2CC(C(=O)NCc3ccccn3)CC2=O)cc1 (centres undefined),-16,-6
CCOc1ccccc1NC(=O)c1ccc2nccnc2c1,4,2
O=c1[nH]c2cccc(Cl)c2n(CCNc2ncc(C(F)(F)F)cc2Cl)c1=O,4,-7
O=C(CCC1COc2ccccc2O1)N1CCCC1 (centres undefined),-5,10
Cc1nc2c(C(=O)N3CCN(C)CC3)cnn2c(C)c1Cc1ccc(Cl)cc1,-10,-1

# As a short view, two of the compounds above:
SMILES,RAD54 inh,esBAF inh
O=c1[nH]c2cccc(Cl)c2n(CCNc2ncc(C(F)(F)F)cc2Cl)c1=O,4,-7
O=C(CCC1COc2ccccc2O1)N1CCCC1 (centres undefined),-5,10

# Source: PubChem

# Not all compounds are listed. The share of hits here may be higher or lower than overall.
